Screening results: PubChem BioAssay, National Center for Advancing Translational Sciences (NCATS)
Apoferritin bind: binds horse apoferritin like a general anesthetic | apoferritin/1-aminoanthracene competitive binding, fluorescence | 350,000 tested, 0.074% active | Potency, µM (doses to about 77.5 µM), for inactives: at the highest dose activity change, negative = displacement, most hits filed as inhibitors | P02791; further: potency means the concentration at half of the fitted maximal effect; on the % scale 0 is the no-effect control and ±100 the full control effect; nearly all actives have a fitted effect of over 20% in size
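Horse-spleen apoferritin (10 uM) was mixed with 50% saturated 1-aminoanthracene in PBS, exposed to compounds for 10 min at room temperature, and read for fluorescence (ex 380 nm, em 535 nm). Competitive displacement was fitted with a four-parameter Hill equation.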
ALOX12 inh: blocks human arachidonate 12S-lipoxygenase; AID 1671190; 580,000 tested, 1.1% active; P18054; purified 12hLO, xylenol orange hydroperoxide absorbance; Potency, µM (series often up to 108 µM), inactives show at the top dose activity change, negative = inhibition, most hits filed as inhibitors; further: potency means the concentration at half of the fitted maximal effect; on the % scale 0 is the no-effect control and ±100 the full control effect
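Purified human 12hLO at 150 nM in 25 mM Hepes, 0.01% Triton X-100, pH 7.0, preincubated 15 min at room temperature with compound. Reaction started with 40 uM arachidonic acid, 30 min at room temperature. Hydroperoxide measured by Fe-xylenol orange, 573/405 nm absorbance ratio.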
POLK inh: blocks human DNA polymerase kappa activity. 400,000 tested, 0.53% active. Potency, µM (highest dose often 107 µM), for inactives: at the top dose activity, negative = inhibition, actives largely listed as inhibitors. purified Pol kappa, fluorescent DNA synthesis assay, 10 min. Q9UBT6. AID 588579; further: potency means the concentration at half of the fitted maximal effect; on the % scale 0 is the no-effect control and ±100 the full control effect
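Inhibition of 10 nM Pol kappa is measured by a fluorescent read-out at 0 and 10 min following addition of 50 nM substrate (final), with a 15-min room-temperature compound preincubation.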
BLM inh: Bloom syndrome helicase (human) inhibition | 350,000 tested, 0.2% active | AID 2528 | Potency, µM (top dose mostly 56.1 µM), for the others: at the highest dose activity change, negative = inhibition, usual class: inhibitors | P54132 | recombinant BLM DNA unwinding, fluorescence dequenching;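 further: potency means the concentration at half of the fitted maximal effect; plate controls were vehicle for no effect and no enzyme for full effect; nearly all actives have a fitted effect of over 35% in size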
APEX1 inh: inhibitors of human APE1 endonuclease; P27695; recombinant APE1, TAMRA/BHQ-2 abasic DNA cleavage fluorescence; Potency, µM (series often up to 65.8 µM), without a hit: at the top dose activity change, negative = inhibition, usual class: inhibitors; 350,000 tested, 0.35% active; AID 2517;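 further: potency means the concentration at half of the fitted maximal effect; plate controls were vehicle for no effect and reference inhibitor for full effect; nearly all actives have a fitted effect of over 55% in size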
Target sequence (P27695 whole entry, looked up): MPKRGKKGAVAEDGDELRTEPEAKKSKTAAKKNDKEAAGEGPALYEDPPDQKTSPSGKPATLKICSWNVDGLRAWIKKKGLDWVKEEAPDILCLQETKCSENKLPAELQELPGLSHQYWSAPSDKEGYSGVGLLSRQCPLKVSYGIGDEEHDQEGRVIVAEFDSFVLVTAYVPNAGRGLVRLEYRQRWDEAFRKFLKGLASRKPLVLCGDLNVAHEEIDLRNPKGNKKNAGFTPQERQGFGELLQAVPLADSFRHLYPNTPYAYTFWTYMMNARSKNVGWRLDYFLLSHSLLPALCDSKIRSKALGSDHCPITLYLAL
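Readout is kinetic fluorescence (ex 525, em 598 nm) from cleavage of 50 nM TAMRA/BHQ-2 THF abasic duplex by 0.75 nM APE1, compound added 15 min beforehand at RT.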
Pol beta inh: blocks human DNA polymerase beta activity; P06746; AID 485314; 340,000 tested, 1.3% active; Potency, µM (titrated, usually from 114 µM), inactives show at the top dose activity change, negative = inhibition, hits mostly inhibitors; Pol beta primer extension/strand displacement, fluorescence kinetic; further: potency means the concentration at half of the fitted maximal effect; on the % scale 0 is the no-effect control and ±100 the full control effect
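10 nM enzyme + cpd, 15 min RT; start with substrate 50 nM final; read 0 min and after 10 min RT. Corrected, normalized data; 4-parameter Hill curve fit.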
TRHR agonist: TRH receptor (human) agonism | P34981 | TRHR cells, calcium flux fluo-8, FDSS agonist mode | activation, % at 2 µM | 360,000 tested, 0.18% active; in the data active means activation above about 30%; further: 0% is about no effect
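Read-out: compound-evoked intracellular calcium rise in TRHR cells, fluo-8 dye, kinetic FDSS fluorescence at 1 s/cycle following a 10-cycle baseline. Cells cultured overnight before dye loading (30 min–1.5 h, RT).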
ERG Ets-DNA blk: ERG Ets/DNA interaction inhibition | P11308 | fluorescence polarization, His-ERG Ets domain / labelled DNA | Potency, µM (titrated, usually from 76.9 µM), inactives show top-dose FP activity, negative = inhibition, hits mostly inhibitors | 370,000 tested, 0.028% active; active means well fitted inhibition curve with a large enough effect in the polarisation, with a control signal flat; inconclusive means small, poorly fitted or top-dose-only effect, or effect the other way, or a change in a side signal; inactive means no such curve, though single readings can be large or run the other way; the % refers to the polarisation;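 further: polarization taken with two DNA probes labelled with fluorescein and Texas red; potency means the concentration at half of the fitted maximal effect; % of control where 0% means no effect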
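His-tagged ERG Ets domain (1 uM in the protein solution; 300mM KCl, 50mM Tris-HCl, 1mM EDTA, 1mM DTT, pH 7.5) received compound, then a probe mix of 5 nM fluorescein-DNA and 100nM Texas-615-DNA. Fluorescence polarization was read for both dyes.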
Pol iota inh: DNA polymerase iota (human) inhibition; Q9UNA4; 390,000 tested, 1% active; Potency, µM (titrated, usually from 115 µM), without a hit: at the top dose activity, negative = inhibition, usual class: inhibitors; Pol iota fluorescent replication assay, 10 min; AID 588590; further: potency means the concentration at half of the fitted maximal effect
Target sequence (Q9UNA4 whole entry, looked up): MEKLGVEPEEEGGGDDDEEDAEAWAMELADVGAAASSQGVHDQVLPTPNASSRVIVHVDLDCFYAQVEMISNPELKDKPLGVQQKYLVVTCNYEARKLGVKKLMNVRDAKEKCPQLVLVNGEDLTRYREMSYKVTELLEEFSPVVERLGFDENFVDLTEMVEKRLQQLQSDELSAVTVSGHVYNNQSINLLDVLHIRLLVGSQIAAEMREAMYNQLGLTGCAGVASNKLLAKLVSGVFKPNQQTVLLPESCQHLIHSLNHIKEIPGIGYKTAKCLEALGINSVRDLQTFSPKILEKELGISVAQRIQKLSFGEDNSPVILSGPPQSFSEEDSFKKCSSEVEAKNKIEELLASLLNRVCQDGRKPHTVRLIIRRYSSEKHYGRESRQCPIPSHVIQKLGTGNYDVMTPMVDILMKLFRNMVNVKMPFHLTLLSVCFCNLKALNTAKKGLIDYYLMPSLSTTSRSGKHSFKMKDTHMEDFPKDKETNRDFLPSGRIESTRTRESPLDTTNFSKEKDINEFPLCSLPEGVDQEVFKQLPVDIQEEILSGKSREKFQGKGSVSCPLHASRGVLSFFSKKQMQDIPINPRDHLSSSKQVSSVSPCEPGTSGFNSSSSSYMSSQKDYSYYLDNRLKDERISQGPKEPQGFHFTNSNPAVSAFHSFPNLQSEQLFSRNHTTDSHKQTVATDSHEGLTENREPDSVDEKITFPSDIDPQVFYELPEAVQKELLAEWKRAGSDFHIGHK
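Fluorescent replication assay read twice, at 0 min and 10 min after adding 50 nM (final) substrate. Enzyme (10 nM) and compounds were first incubated 15 min at room temperature; enzyme-free buffer wells were negative controls.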
* hit, by the source's call; i = inactive; ? = inconclusive; . = no result given; & = joins results of further samples; [ ] = dose if it differs, or a comment. Unless noted, the call rests on the fitted dose curve; in most records, active means well fitted curve in the direction sought with a large enough effect; inconclusive means small, poorly fitted or top-dose-only effect, or another doubt; inactive means no such curve, though single readings can be large; an effect the other way counts as inactive or inconclusive.

SMILES	Apoferritin bind	ALOX12 inh	POLK inh	BLM inh	APEX1 inh	Pol beta inh	TRHR agonist	ERG Ets-DNA blk	Pol iota inh
Cc1ccc([N+](=O)[O-])cc1Nc1nc(N2CCCC2)nc(N2CCCC2)n1	-4%	0%	-9%	-1%	-3%	20%	0.4	-6%	120%[activator]
CCn1c(Cc2ccccc2)nnc1SCC(=O)Nc1cc(C)on1	-8%	14%	-3%	1%	2%	6%	-1.0	-2%	19%
O=C(Cc1c(Cl)cccc1Cl)Nc1ccc(S(=O)(=O)Nc2ncccn2)cc1	3%	?	5%	0%	9%	20%	1.4	22%	45%[activator]
N#Cc1cccc(NCC(=O)Nc2cccc(S(=O)(=O)N3CCCCC3)c2)c1	.	?	-11%	.	-11%	.	0.1	-3%	2%
CN1CCN(C(=O)C2CCN(S(=O)(=O)c3ccccc3[N+](=O)[O-])CC2)CC1	.	-8%	-6%	.	-6%	.	0.5	-1%	-4%
COc1ccccc1CNC(=O)COC(=O)Cc1cccc(F)c1	.	3%	11%	.	12%	.	-0.6	8%	-5%
CCc1ccc(OCC(=O)NNC(=O)Cc2ccc(S(=O)(=O)N3CCOCC3)s2)cc1	.	-5%	-5%	.	8%	.	0.4	-4%	28%
COc1cc2nc(=S)n(CCCN3CCOCC3)c(N)c2cc1OC	-5%	.	-19%	-8%	-9%	-1%	0.0	4%	28%
Cc1ccc(Oc2ncnc(N)c2[N+](=O)[O-])cc1	-11%	0%	-13%	-7%	13%	3%	-0.3	-3%	50%[activator]
Cc1cc(NS(=O)(=O)c2ccc(NC(=O)CCc3ccccc3)cc2)no1	-6%	2%	-8%	-2%	?	7%	-0.4	-19%	0%

7 entries from above in a different format.
Structure | Apoferritin bind | ALOX12 inh | POLK inh | BLM inh | APEX1 inh | Pol beta inh | TRHR agonist | ERG Ets-DNA blk | Pol iota inh
N#Cc1cccc(NCC(=O)Nc2cccc(S(=O)(=O)N3CCCCC3)c2)c1 | . | ? | -11% | . | -11% | . | 0.1 | -3% | 2%
CN1CCN(C(=O)C2CCN(S(=O)(=O)c3ccccc3[N+](=O)[O-])CC2)CC1 | . | -8% | -6% | . | -6% | . | 0.5 | -1% | -4%
COc1ccccc1CNC(=O)COC(=O)Cc1cccc(F)c1 | . | 3% | 11% | . | 12% | . | -0.6 | 8% | -5%
CCc1ccc(OCC(=O)NNC(=O)Cc2ccc(S(=O)(=O)N3CCOCC3)s2)cc1 | . | -5% | -5% | . | 8% | . | 0.4 | -4% | 28%
COc1cc2nc(=S)n(CCCN3CCOCC3)c(N)c2cc1OC | -5% | . | -19% | -8% | -9% | -1% | 0.0 | 4% | 28%
Cc1ccc(Oc2ncnc(N)c2[N+](=O)[O-])cc1 | -11% | 0% | -13% | -7% | 13% | 3% | -0.3 | -3% | 50%[activator]
Cc1cc(NS(=O)(=O)c2ccc(NC(=O)CCc3ccccc3)cc2)no1 | -6% | 2% | -8% | -2% | ? | 7% | -0.4 | -19% | 0%

The list continues.
SMILES	Apoferritin bind	ALOX12 inh	POLK inh	BLM inh	APEX1 inh	Pol beta inh	TRHR agonist	ERG Ets-DNA blk	Pol iota inh
O=C(CNC(=O)c1ccc2c(c1)OCCO2)N/N=C/c1ccc([N+](=O)[O-])cc1	?	?	-1%	-4%	12%	-5%	-1.6	8%	31%[activator]
Nc1ccc(Oc2cc(N)cc(Oc3ccccc3)c2)cc1	-10%	-13%	-18%	-10%	-16%	20%	0.7	-1%	-1%
CCOc1ccc(NC(=O)CCC(=O)OC)cc1	-17%	-2%	-14%	-2%	-3%	-27%	1.6	-3%	16%
CCOC(=O)c1ccc(N=Cc2cnc(N)nc2N)cc1	.	-7%	0%	.	.	.	.	-5%	10%
COc1ccc(N2C(=O)NC3CC2(C)Oc2ccc(Cl)cc23)cc1OC (configuration not stated)	-14%	0%	-6%	0%	-3%	1%	0.1	-8%	0%
CC(OC(=O)c1ccc(Cl)c(S(=O)(=O)N2CCOCC2)c1)C(=O)Nc1ccc(S(N)(=O)=O)cc1 (configuration not stated)	.	-23%	-5%	.	-9%	.	0.0	1%	42%[activator]
Cn1nnnc1SCCNCC#Cc1ccccc1	-10%	-29%	-12%	1%	-4%	34%	0.1	3%	0%
COc1ccccc1CNC(=O)c1ccc(OC(F)F)c(OC)c1	-15%	-12%	-9%	2%	2%	-23%	-0.6	-5%	189%[activator]
O=C(O)c1ccc(-n2nc(-c3ccccc3)c3ccccc3c2=O)cc1	5%	?	-7%	2%	-14%	54%	0.0	-13%	-4%
Cc1onc(-c2ccccc2Cl)c1C(=O)N1CCc2ccccc21	7%	-1%[57.4 µM]	-7%	-2%	1%	2%	-0.6	.	9%
COc1cc(-c2nnc(SCC(=O)c3ccccc3)o2)cc(OC)c1OC	?	-7%	-14%	0%	-9%	23%	-0.3	.	-5%
CCc1ccc(S(=O)(=O)NCc2ccc(N3CCN(C)CC3)cc2)cc1	10%	154%[activator]	-3%	-3%	-13%	1%	-0.2	2%	-11%
CC(c1ccccc1C(O)c1ccccc1)N(C)C (configuration not stated)	-7%	17%	3%	1%	4%	4%	-0.3	.	2%
O=C(CSc1ccccc1F)NNC(=O)c1ccncc1	.	i	6%	.	7%	.	0.3	-4%	23%
Cc1ccc(OCC(=O)OCc2cc(=O)n3nc(-c4cccs4)sc3n2)cc1	-14%	-4%	0%	-1%	.	?	0.0	-6%	?
CC(C)(C)c1ccc(-n2ncc3c2CCCC3NC(=O)CCN2CCCO2)cc1 (configuration not stated)	?	14%	11%	-2%	65%[activator]	31%	-0.8	-8%	-4%
COc1ccccc1CNC(=O)COC(=O)CC1CC2CCC1C2 (configuration not stated)	.	2%	5%	.	40%	.	-1.4	-2%	18%
Cc1sc(NC(=O)c2ccco2)c(C(Nc2ccccn2)c2ccccc2)c1C (configuration not stated)	-2%	5%&-15%	-22%	-7%	-4%	-2%	0.7	-1%	1%
Cn1cnnc1Sc1ccc(C(=O)OCC(=O)Nc2cc(Cl)cc(Cl)c2)cc1[N+](=O)[O-]	1%	-9%	-13%	-3%	-2%	0%	-0.3	-7%	0%
COCCN1Cc2cccc(C(=O)NC3CCCCCC3)c2C1=O	-13%	-3%	-10%	4%	3%	-12%	-0.7	-8%	-15%
Cc1cccc(N2CCN(C(=O)CN3C(=O)CSc4c3c(C)nn4-c3ccccc3)CC2)c1C	-7%	-25%	-3%	2%	.	11%	0.4	-1%	18%
Cc1ccc(C(=O)NCc2nnc(SCC(=O)NC(C)c3ccccc3)n2C)cc1 (configuration not stated)	-5%	2%	-4%	-2%	0%	54%	-0.7	8%	32%[activator]
O=C(CN1CSCC1=O)N1CCN(S(=O)(=O)c2cccc(F)c2)CC1	.	69%[activator]	-10%	.	26%	.	-0.1	0%	16%
COc1ccc(NC(=O)CS(=O)CC(=O)NCc2cccc(C(F)(F)F)c2)cc1 (configuration not stated)	-11%	-13%	-11%	-7%	-8%	?	-0.2	-6%	?
CCCCCC(=O)NNC(=S)NC(=O)c1ccc([N+](=O)[O-])cc1	-13%	0%	-6%	-3%	12%	7%	0.1	2%	-29%
O=C(CNc1cc(S(=O)(=O)N2CCOCC2)ccc1NCC1CCCO1)Nc1ccccc1F (configuration not stated)	-15%	?	-5%	-1%	14%	0%	-0.6	-7%	18%
COc1ccccc1-c1noc(-c2ccc(N3CCN(c4ccccc4)CC3)c([N+](=O)[O-])c2)n1	-20%	0%	-10%	-7%	.	?	-0.2	1%	-2%
CC1CN(c2oc(-c3ccco3)nc2S(=O)(=O)c2ccccc2)CC(C)O1 (configuration not stated)	-13%	?	-1%	-1%	18%	20%	-0.3	0%	13%
CCOc1ccccc1N1CCN(C(=O)c2ccc3c(c2)OCO3)CC1	-6%	490%[activator]	-5%	-1%	16%	12%	0.1	16%	-5%
S=C(Nc1cccc(Cl)c1)Nc1ccc2c(c1)OCCO2	-10%	?	-1%	-5%	-5%	17%	0.5	5%	34%[activator]
COc1ccc(N2CCN(C(=O)c3ccc(CNc4c(N5CCOCC5)c(=O)c4=O)cc3)CC2)cc1	?	0%[57.4 µM]	-9%	-6%	18%	30%	0.3	5%	0%
CCCN1CCC(NC(=O)Cc2ccccc2OC)CC1	-3%	-3%	-1%	-2%	-6%	2%	1.4	0%	2%
CN(C)CCN1C(=O)C(O)=C(C(=O)c2ccco2)C1c1ccccc1F (configuration not stated)	1%	?	-11%	1%	-13%	-1%	-0.4	1%	5%
CC(C(=O)NCc1ccccc1)N1C(=O)C2CC=C(Cl)CC2C1=O (configuration not stated)	-9%	?	-1%	2%	2%	2%	0.5	4%	10%
COc1ccc(NC(=O)c2ccc3c(c2)c(C)c(C)n3Cc2ccc(F)cc2)c(OC)c1	43%[activator]	-21%	-7%	-8%	.	?	0.4	-6%	16%
CC(C)c1ccc(NC(=O)C2=CC=CN3CCS(=O)(=O)N=C23)cc1	.	6%	-9%	.	-18%	.	-1.2	3%	23%
COc1ccc(-c2cc(C(=O)N3CCN(c4ccc(F)cc4)CC3)no2)cc1	-11%	-2%	0%	-4%	10%	1%	0.3	-2%	107%[activator]

Some of the compounds tested. The share of hits here may be higher or lower than overall.
